TbPYK inhibitor = qHTS of Trypanosoma Brucei Inhibitors | pyruvate kinase (Trypanosoma brucei), Q57TT1 | TbPYK enzyme, Kinase-Glo Plus ATP luminescence, 45 min | Potency, µM (highest dose often 76.8 µM), for the others: at the highest dose activity, negative = inhibition, most hits filed as inhibitors | 0.12% of 410,000 active | AID 624173, 2012; note: nearly all actives have a fitted effect of over 50% in size
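Assay buffer: 50 mM TEA pH 7.2, 100 mM KCl, 10 mM MgCl2, 0.05% BSA, 0.01% Tween-20. Pyruvate kinase from T. brucei plus substrate met compound, then ADP (130 uM final). Luminescence was read post 45 min RT.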
HCV inhibitor = qHTS Assay for Inhibitors of Hepatitis C Virus (HCV); AID 651820, 2012; Potency, µM (highest dose often 41.8 µM), for inactives: top-dose activity change, negative = inhibition, most hits filed as inhibitors; Huh7.5.1 HCVcc-Cre infection, luciferase reporter, 44 h; 3.4% of 340,000 active
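Luciferase read-out (15 sec integration) after a 15 min room-temperature substrate step quantifies HCVcc-Cre infection. Cells, 1,000 per well, had compound added 4 h post-plating, then virus at ~0.5 moi, and were cultured 44 h.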
Pf growth 48h = Primary qHTS for delayed death inhibitors of the malarial parasite plastid, 48 hour incubation. Potency, µM (top dose mostly 28.7 µM), inactives show at the highest dose activity change, negative = inhibition, most hits filed as inhibitors. P. falciparum luciferase growth in erythrocytes, 48 h. 5.9% of 310,000 active
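Parasite viability was followed by luminescence of a genomically integrated firefly luciferase. Cultures held 0.1% parasitemia at 2% hematocrit (final), incubated under 5% CO2 at 37 C.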
LmPK inhibitor = qHTS Assay for Inhibitors of Leishmania Mexicana Pyruvate Kinase (LmPK); Potency, µM (highest dose often 57.5 µM), for inactives: at the highest dose activity change, negative = inhibition, actives largely listed as inhibitors; 0.37% of 290,000 active; purified LmPK, Kinase-Glo ATP luminescence, 1 h; Q27686
Target sequence (Q27686 whole entry, looked up): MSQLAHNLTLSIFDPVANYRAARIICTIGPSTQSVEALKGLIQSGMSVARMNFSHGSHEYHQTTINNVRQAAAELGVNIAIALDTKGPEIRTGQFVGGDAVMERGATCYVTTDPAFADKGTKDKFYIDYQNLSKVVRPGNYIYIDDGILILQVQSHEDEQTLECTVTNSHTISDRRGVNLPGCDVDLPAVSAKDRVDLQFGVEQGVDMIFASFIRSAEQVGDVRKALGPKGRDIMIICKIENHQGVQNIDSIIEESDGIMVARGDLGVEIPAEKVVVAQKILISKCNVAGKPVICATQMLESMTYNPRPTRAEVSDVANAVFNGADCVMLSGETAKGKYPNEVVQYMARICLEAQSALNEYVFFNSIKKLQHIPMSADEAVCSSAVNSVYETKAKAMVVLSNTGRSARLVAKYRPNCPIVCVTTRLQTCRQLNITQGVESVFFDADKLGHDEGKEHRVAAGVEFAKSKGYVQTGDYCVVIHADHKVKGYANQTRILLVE
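Purified LmPK (0.1 nM) with 0.5 mM PEP and 0.1 mM ADP in imidazole buffer pH 7.2 with MgCl2/KCl, 1 h at room temperature. ATP formed was read by luciferase luminescence and normalized to no-enzyme and uninhibited controls.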
Sm TGR block = qHTS Assay for the Inhibitors of Schistosoma Mansoni Peroxiredoxins | Schistosoma mansoni thioredoxin glutathione reductase (TGR), Q962Y6 | purified TGR, DTNB reduction, TNB absorbance 405 nm | Potency, µM (top dose mostly 114 µM), inactives show at the highest dose activity change, negative = inhibition, actives largely listed as inhibitors | 3% of 360,000 active; note: nearly all actives have a fitted effect of over 60% in size
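TGR 20 nM + NADPH 100 uM (dispensed conc.), cpd preinc 15 min RT; start with NADPH (500 uM addition) then DTNB (15 mM addition). Kinetic TNB absorbance, 405 nm filter. Four-parameter Hill fit across titration.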
Pf growth 96h = Primary qHTS for delayed death inhibitors of the malarial parasite plastid, 96 hour incubation. Potency, µM (series often up to 28.7 µM), for the others: at the top dose activity change, negative = inhibition, hits mostly inhibitors. 6.9% of 320,000 active. P. falciparum luciferase reporter growth, 96 h
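Parasite growth measured via integrated firefly luciferase reporter in P. falciparum. Infected erythrocytes at 2% hematocrit, 0.05% parasitemia final were treated 96 hours at 37 C under 5% CO2, and luminescence was read.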
Starred values were filed as active, the others as inactive; ? = inconclusive; · = no result given; & = joins results of further samples; [ ] = another dose, or the depositor's remark. Calls come from the whole dose curve; as a rule, active = well fitted curve in the direction sought with a large enough effect; inconclusive = small, poorly fitted or top-dose-only effect, or another doubt; inactive = no such curve, though single readings can be large; an effect the other way counts as inactive or inconclusive. % is set by controls: 0 for no effect and ±100 for the full control effect; potency is the fitted concentration of half-maximal effect.

(1) Cc1nc2ccccc2cc1C(=O)N/N=C/c1ccccc1[N+](=O)[O-]
(2) CCOC(=O)N1CCN(c2ccncc2S(=O)(=O)N2CCCCC2)CC1
(3) COc1ccc(C=C(C#N)C#N)c(CSc2ccccn2)c1
(4) CC1CCCCN1CC(O)COCc1ccccc1 (stereo not given)
(5) OC(COC(c1ccccc1)c1ccccc1)CN1CCCCC1 (stereo not given)
(6) CN(C)C(=O)c1cn(-c2ccccc2)nc1-c1cccc([N+](=O)[O-])c1
(7) COc1ccc(/C=C2\CN(Cc3ccccc3)C/C(=C\c3ccc(OC)cc3)C2=O)cc1
(8) O=C(CSc1nc2ccccc2s1)NC1CCCc2ccccc21 (stereo not given)
entry no.,1,2,3,4,5,6,7,8
Pf growth 48h,-6%,-30%,-16%,-15%,?,-6%,-21%,19%
HCV inhibitor,6%,20%,2%,15%,-12%,?,0%,?
LmPK inhibitor,-3%,-3%,-5%,0%,4%,5%,1%,-4%
Pf growth 96h,27%,-19%,?,-7%,?,7%,?,-3%
Sm TGR block,1%,-10%,1µM*,-1%,1%,·,8%,4%
TbPYK inhibitor,-1%,0%,9%,5%,0%,1%,-12%,8%

(9) Cc1ccc(OCC(=O)Nc2cccc(S(=O)(=O)N3CCCCCC3)c2)cc1C
(10) S=C(Nc1cccnc1)Nc1ccccc1Br
(11) Cc1ccc(S(=O)(=O)Nc2nc3ccccc3nc2NCc2ccc3c(c2)OCO3)cc1C
(12) Cn1ccnc1C(O)c1ccco1 (stereo not given)
(13) Cc1ccc(OC(=O)CCC(=O)Nc2ccc(S(=O)(=O)Nc3cc(C)on3)cc2)cc1
(14) Cc1nn(-c2ccccc2)c(C)c1/C=C/C(=O)OCC(=O)Nc1ccc(S(N)(=O)=O)cc1
(15) CN1CCN(C(=O)C2CC(=O)N(c3ccc(Cl)cc3)C2)CC1 (stereo not given)
(16) COc1cccc(-n2c(=S)sc3c(=O)n(-c4ccccc4C)c(SCC(=O)O)nc32)c1
entry no.,9,10,11,12,13,14,15,16
Pf growth 48h,?,-7%,12%,0%,-12%,1%,2%,9%
HCV inhibitor,?,8%,-5%,?,6%,-8%,1%,16%
LmPK inhibitor,·,3%,0%,3%,-6%,·,5%,12%
Pf growth 96h,?,8%,-20%,13%,22%,20%,10%,24%
Sm TGR block,7%,6.3µM*,2%,-16%,-22%,-2%,-12%,-3%
TbPYK inhibitor,-6%,-4%,-1%,-1%,-2%,-6%,3%,-8%

Look-ups from above.
Cc1ccc(S(=O)(=O)Nc2nc3ccccc3nc2NCc2ccc3c(c2)OCO3)cc1C @ TbPYK inhibitor = -1%
Cc1ccc(OC(=O)CCC(=O)Nc2ccc(S(=O)(=O)Nc3cc(C)on3)cc2)cc1 @ LmPK inhibitor = -6%
Cc1nn(-c2ccccc2)c(C)c1/C=C/C(=O)OCC(=O)Nc1ccc(S(N)(=O)=O)cc1 @ HCV inhibitor = -8%
S=C(Nc1cccnc1)Nc1ccccc1Br @ Pf growth 48h = -7%

Further entries.
(17) Cc1nc2ccccn2c1-c1csc(NCc2ccco2)n1
(18) COc1cccc(CN(CC2CCCO2)S(=O)(=O)c2ccc(-n3cnnn3)c(OC)c2)c1 (stereo not given)
(19) O=C(COC(=O)C1CC(=O)N(Cc2ccco2)C1)c1ccc(OC(=O)c2ccco2)cc1 (stereo not given)
(20) N#CCCn1c(SCC(=O)NCCc2ccc(F)cc2)nc2ccccc21
(21) CN(C)S(=O)(=O)c1cccc(COC(=O)CCNC(=O)c2ccc([N+](=O)[O-])cc2)c1
(22) O=C(NCCNC(=O)c1ccccc1F)c1ccccn1
(23) CCCCCCn1c(CN2CCCCC2CC)nc2c1c(=O)n(C)c(=O)n2C (stereo not given)
(24) O=[N+]([O-])c1cc(-c2nnc(C34CC5CC(CC(C5)C3)C4)o2)cc([N+](=O)[O-])c1
entry no.,17,18,19,20,21,22,23,24
Pf growth 48h,-14%,?,-5%,-7%,?,44%[activator],0%,?
HCV inhibitor,?,-17%,10%,18%,-5%,11%,12%,-21%
LmPK inhibitor,2%,0%,4%,1%,·,1%,2%,1%
Pf growth 96h,·,11%,·,?,16%,22%,-1%,?
Sm TGR block,-9%,16%,11µM*,4%,3%,-5%,-10%,11%
TbPYK inhibitor,3%,1%,-6%,-3%,-11%,0%,9%,0%

(25) Cc1ccc(-c2csnn2)cc1
(26) CN(NC(=S)Nc1ccc(OC(F)F)cc1)C(=S)Nc1ccc(OC(F)F)cc1
(27) CN1CCC(N(C)Cc2cccnc2)CC1
(28) COC(=O)C1=NN(C(=O)c2ccc(Cl)cc2)C(O)(c2ccccc2)C1 (stereo not given)
(29) CCCCN(C(=O)C1CC(=O)N(c2ccc3c(c2)OCCO3)C1)c1c(N)n(CCCC)c(=O)[nH]c1=O (stereo not given)
(30) COCCNC(=S)N/N=C(\C)c1ccc(Cl)s1
(31) CCCN(CCC)Cc1c(C(=O)N/N=C/c2ccc(C)o2)nnn1-c1nonc1N
(32) Cc1ccc(Cl)c(Nc2ccccc2C(=O)O)c1Cl
entry no.,25,26,27,28,29,30,31,32
Pf growth 48h,9%,28%,·,7%,?,0%,5%,-9%&1%
HCV inhibitor,10%,?,17%,15%,?,?,-25%,0%[8.37 µM]
LmPK inhibitor,-11%,2%,-11%,-2%,·,2%,4%,1%
Pf growth 96h,22%,55%[activator],29%,201%[activator],-26%,?,?,0%&-8%
Sm TGR block,2%,8%,-26%,0%,4%,-13%,-4%,6%
TbPYK inhibitor,-2%,-18%,0%,-5%,-1%,10%,3%,-2%&0%&2%

(33) Cc1ccc(Cl)c(OCC(=O)Nc2ccccc2N2CCCCC2)c1
(34) O=C(Nc1cccc(NC(=O)C2CC3CCCC(C2)C3=O)n1)C1CC2CCCC(C1)C2=O (stereo not given)
(35) CCC(=O)N1CCc2cc(S(=O)(=O)NCCC(=O)NCc3ccccc3OC)ccc21
(36) COc1ccc(Cl)cc1NC(=O)CCn1c(=O)oc2ccccc21
(37) COc1cc2nc(/C=C/c3cc(OC)c(OC)c(OC)c3)sc2cc1SC
(38) COc1ccc(OC)c(S(=O)(=O)N(C)CC(=O)N2CCCCC2)c1
(39) COc1ccc(C(=S)N2CCCC2)cc1Br
(40) O=C(CCC(=O)c1cccs1)NCc1ccc(Cl)cc1
entry no.,33,34,35,36,37,38,39,40
Pf growth 48h,15µM*,?,4%,36%[activator],2.6µM*,-10%,-16%,7%
HCV inhibitor,-2%,?,-8%,?,10µM*,8%,6%,0%
LmPK inhibitor,·,2%,2%,-3%,5%,4%,-12%,5%
Pf growth 96h,?,·,?,?,-102%,35%[activator],40%[activator],·
Sm TGR block,-7%,-4%,-3%,2%&-3%,-9%,-1%,1%,-14%
TbPYK inhibitor,1%,-2%,-1%,4%&-9%,-7%,9%,1%,6%

Quoted at random: 3 entries already listed, in no set order.
(33) Cc1ccc(Cl)c(OCC(=O)Nc2ccccc2N2CCCCC2)c1
(35) CCC(=O)N1CCc2cc(S(=O)(=O)NCCC(=O)NCc3ccccc3OC)ccc21
(40) O=C(CCC(=O)c1cccs1)NCc1ccc(Cl)cc1
entry no.,33,35,40
Pf growth 48h,15µM*,4%,7%
HCV inhibitor,-2%,-8%,0%
LmPK inhibitor,·,2%,5%
Pf growth 96h,?,?,·
Sm TGR block,-7%,-3%,-14%
TbPYK inhibitor,1%,-1%,6%

Going on with the list:
(41) COc1ccc(N2C(S)=C(C#N)C(=O)NC2c2ccc(OC)c(OC)c2)cc1 (stereo not given)
(42) CC(C)N(C(=O)COC(=O)c1cccc(S(=O)(=O)N2CC3(C)CC2CC(C)(C)C3)c1)C(C)C (stereo not given)
(43) COc1cc(Br)cc(/C=N/NC(=O)Cc2ccc(C(F)(F)F)cc2[N+](=O)[O-])c1O
(44) CCCCN(C)CCNC(=O)c1nn(-c2ccc(OC)cc2)c(=O)c2c1c1ccccc1n2C
(45) N#Cc1cnn(-c2nc3sc4c(c3c(=O)[nH]2)CCCC4)c1N
(46) Cc1cc(N/N=C/c2ccc(O)cc2)nc(NS(=O)(=O)c2ccccc2)n1
(47) COc1ccc(CN2CCN(C(=O)CC(C)C)CC2)cc1Br
(48) COc1ccc(C(c2sc3nc(C)nn3c2O)N2CCN(CCO)CC2)cc1OC (stereo not given)
entry no.,41,42,43,44,45,46,47,48
Pf growth 48h,18%,?,?,?,6%,2%,-4%,13%
HCV inhibitor,24%,-10%,?,-16%,-8%,-7%,-5%,-10%
LmPK inhibitor,6%,·,1%,-3%,8%,18%,-1%,-5%
Pf growth 96h,233%[activator],-4%,?,2.6µM*,17%,18%,-2%,-1%
Sm TGR block,-8%,-1%,-4%,0%&-3%,2%,6%,-9%,5%
TbPYK inhibitor,-8%,8%,3%,1%&-7%,-7%,5%,5%,4%

(49) CC(C)(C)OC(=O)N1Cc2ccccc2C[C@H]1C(=O)NCC(=O)Nc1ccc2c(c1)OCCO2
(50) CSCCC(NC(=O)c1ccc(Cl)cc1Cl)C(=O)NCc1ccccn1 (stereo not given)
(51) CC1(C)Cc2c(sc(NC(=O)C(=O)N3CCOCC3)c2C#N)CO1
(52) COc1cc(CC(NC(C)=O)C(=O)NC2CCN(c3nc(C)cc(C)c3C#N)CC2)cc(OC)c1 (stereo not given)
(53) CC(Oc1ccc2c(-c3ccccc3)cc(=O)oc2c1)C(=O)NCCCn1ccnc1 (stereo not given)
(54) CCOC(=O)CCNC(=O)N1CCCC(CNS(=O)(=O)Cc2ccccc2)C1 (stereo not given)
(55) CN(C[C@H](CC1CCCCC1)N(C[C@H](Cc1ccccc1)N(CCc1ccccc1)N=O)N=O)N=O
(56) O=C(CN1CCN(c2ccc(O)cc2)CC1)NC1CCCc2ccccc21 (stereo not given)
entry no.,49,50,51,52,53,54,55,56
Pf growth 48h,74%[activator],-3%,5%,-4%,?,37%[activator],13µM*,?
HCV inhibitor,1%,-23%,10%,7%,?,21%,-21%,-21%
LmPK inhibitor,1%,-6%,-6%,-2%,-2%,-3%,-2%,-15%
Pf growth 96h,49%[activator],?,?,·,?,23%,?,?
Sm TGR block,-19%,12%,-7%,0%,5%,-4%,-23%,-8%
TbPYK inhibitor,0%,4%,-20%,2%,-17%,-10%,-5%,·
